# Screening results as filed in PubChem.
# Mdm2 ligase inh – MDM2-luciferase reporter signal enhancers, primary screen, MDM2 E3 ligase inhibitor project, cell-based, luminescence, 1536-well; AID 1230, 2008; 0.11% of 210,000 active; E3 ubiquitin-protein ligase Mdm2 (Homo sapiens), Q00987; signal enhancement, % at 5 µM; cell-based MDM2 ubiquitination luciferase reporter, 2 h; 0 = plate control, 100 = twice control, blank-subtracted;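 active = signal enhancement of 30% or more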;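 also: luminescence tracks abundance of the self-degrading MDM2-luciferase fusion protein; higher signal means inhibition of MDM2 E3 ligase activity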
#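 Assay system: stable mammalian line carrying autodegrading MDM2–luciferase fusion reporter; amount: 2000 cells seeded into each well; buffer or medium: DMEM; benchmarks: plate control and blank wells; signal: luciferase luminescence; timing: 2 h compound exposure at 37 °C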
# FXIIa inh – human FXIIa protease inhibitors, primary screen, biochemical, 1536-well; purified FXIIa, Boc-QGR-AMC fluorogenic substrate, 2 h; inhibition, % at 5 µM; 0.3% of 220,000 active; AID 800, 2007; in the data active = inhibition above about 40%;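 also: 0% = enzyme with no compound and 100% = blank without enzyme; many of its hits are not listed in these tables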
# p97 ATPase inh – inhibitors of human p97 ATPase, primary screen, biochemical; 0.42% of 220,000 active; Transitional endoplasmic reticulum ATPase (Homo sapiens), P55072; AID 1481, 2009; recombinant p97 ATPase, Kinase-Glo ATP luminescence, 3 h; inhibition, % at 8 µM; in the data active = inhibition above about 15%;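 also: 0% = DMSO vehicle and 100% = wells lacking enzyme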
# FXIa inh 1536 – human FXIa protease inhibitors, primary screen, biochemical, 1536-well; purified FXIa, Boc-Glu-Ala-Arg-AMC fluorogenic substrate; inhibition, % at 5 µM; 0.14% of 220,000 active; Coagulation factor XI (Homo sapiens), P03951;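 active = inhibition of at least 40%; inactive = inhibition below 40%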;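 also: fluorescence of freed AMC excited at 355 nm; 0% = enzyme without compound and 100% = no enzyme blank; many of its hits are not listed in these tables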
# Target sequence (P03951 19-387 limits assumed): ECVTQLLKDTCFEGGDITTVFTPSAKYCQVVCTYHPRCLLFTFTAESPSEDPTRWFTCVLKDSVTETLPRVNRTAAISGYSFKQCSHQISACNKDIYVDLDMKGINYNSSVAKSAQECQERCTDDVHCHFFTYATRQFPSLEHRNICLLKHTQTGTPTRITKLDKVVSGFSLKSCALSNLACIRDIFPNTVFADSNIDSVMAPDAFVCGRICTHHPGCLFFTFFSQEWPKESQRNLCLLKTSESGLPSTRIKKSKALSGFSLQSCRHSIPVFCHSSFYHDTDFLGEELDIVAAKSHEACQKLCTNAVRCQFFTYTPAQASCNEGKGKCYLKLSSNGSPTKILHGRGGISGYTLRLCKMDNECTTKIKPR
# Target sequence (P03951 388-625 limits assumed): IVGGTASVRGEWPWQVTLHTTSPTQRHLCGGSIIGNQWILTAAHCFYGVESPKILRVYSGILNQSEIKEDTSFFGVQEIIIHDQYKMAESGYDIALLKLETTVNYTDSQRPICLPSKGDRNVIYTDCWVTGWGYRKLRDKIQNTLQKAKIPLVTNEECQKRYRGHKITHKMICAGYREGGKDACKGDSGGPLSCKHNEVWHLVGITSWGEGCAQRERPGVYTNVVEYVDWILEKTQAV
# eIF4E-4G inh – eIF4E–eIF4G protein interaction inhibitors, primary screen, biochemical, uHTS, TR-FRET, eIF4GI fragment; Eukaryotic translation initiation factor 4E (Mus musculus) + Eukaryotic translation …; TR-FRET eIF4E-eIF4GI(517-606) binding, 2 h; inhibition, % at 21.7 µM; 0.37% of 220,000 active;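 active = inhibition above about 30%, limit read from the data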;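 also: 0% = full FRET control wells and 100% = background wells lacking eIF4GI fragment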
# Rad51 HR inh – human RAD51 strand exchange inhibitors, primary screen, biochemical, fluorescence. hRad51 DNA strand exchange, fluorescence dequenching. inhibition, % at 10 µM. 0.085% of 200,000 active. AID 1385, 2008;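 active = inhibition above 40% at the single screening dose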;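 also: 0% = DMSO control wells and 100% = blanks with heterologous ssDNA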
# Target sequence (Q06609 whole entry, looked up): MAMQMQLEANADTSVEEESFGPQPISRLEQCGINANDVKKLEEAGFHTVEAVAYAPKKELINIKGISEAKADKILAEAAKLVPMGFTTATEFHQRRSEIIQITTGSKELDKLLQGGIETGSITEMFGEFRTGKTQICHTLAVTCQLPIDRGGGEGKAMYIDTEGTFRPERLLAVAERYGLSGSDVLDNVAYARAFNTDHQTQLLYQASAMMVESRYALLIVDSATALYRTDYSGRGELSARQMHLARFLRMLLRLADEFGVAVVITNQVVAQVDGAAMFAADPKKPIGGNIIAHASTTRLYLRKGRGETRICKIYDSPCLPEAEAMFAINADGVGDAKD
#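 System: human Rad51 nucleoprotein filaments preassembled on unlabelled ssDNA. Reagent: labelled 47-mer dsDNA for strand exchange. Schedule: 30-min compound preincubation and 15-min exchange, both room temperature. Measured by: FRET fluorescence dequenching, excitation 485 nm, emission 520 nm. Read-out: Fluorescence-based percent inhibition, control- and blank-normalised. Benchmarks: plate controls and plate blanks.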
# 14-3-3 Bad inh – inhibitors of 14-3-3 zeta/Bad binding, primary screen, biochemical, TR-FRET, bovine 14-3-3 zeta. TR-FRET 14-3-3zeta/Dy647-pBad peptide displacement, 1 h. inhibition, % at 21.7 µM. 0.71% of 220,000 active. 14-3-3 protein zeta/delta (Bos taurus), P63103;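 active = inhibition above about 70%, limit read from the data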;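 also: 0% = full 14-3-3 plus peptide FRET controls and 100% = background without 14-3-3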
# Wee1 degr inh – Wee1 degradation inhibitors, primary screen, cell-based, HeLa, Wee1K328M-luciferase, luminescence. HeLa Luc-Wee1K328M stability; 100% = proteasome inhibitor MG132 effect. reporter increase, % at 5 µM. 1.2% of 220,000 active. AID 1321, 2008;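 active = activation above the mean of all tested compounds plus 3 SD, set per screening run, cut at about 8.8% in these data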;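 also: cells exposed to compound for 20 h before luminescence read; 0% = DMSO alone and 100% = MG132 at 30 µM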
# hK5 inh – human KLK5 protease inhibitors, primary screen, biochemical, 1536-well | inhibition, % at 5 µM | 0.59% of 210,000 active | AID 873, 2007 | Kallikrein-5 (Homo sapiens), Q9Y337 | recombinant hK5, fluorogenic AMC substrate cleavage;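 active = inhibition of 40% or more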;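 also: 0% = enzyme controls without compound and 100% = no-enzyme blanks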
# * = called active by the depositor; . = not tested or not shown; [ ] = another dose, or the depositor's remark.
Molecule,Mdm2 ligase inh,FXIIa inh,p97 ATPase inh,FXIa inh 1536,eIF4E-4G inh,Rad51 HR inh,14-3-3 Bad inh,Wee1 degr inh,hK5 inh
O=C(c1ccc(OCC2CCCO2)cc1)N1CCc2ccccc2C1 (stereo not drawn),2.4,1.6,-2.4,-3.8,-2.7,2.4,-6.8,-2.2,-6.2
O=C(COC(=O)CC1CCCC1)Nc1cc2c(cc1Cl)C(=O)c1ccccc1C2=O,-16.7,-8.6,-3.4,1.2,-1.8,-0.7,-22.0[fluorescence artefact?],4.5,-24.1
CC(=O)NCC(=O)OCC(=O)c1ccc(Br)cc1,-11.3,7.0,1.4,9.0,-1.9,7.1,0.1[fluorescence artefact?],-1.5,-17.3
NC(=O)Cc1ccc(C(=O)c2ccccc2F)s1,-8.5,4.4,-1.4,-4.0,-2.2,2.2,3.1,4.0,-13.5
O=C(O)c1c2c(nc3ccccc13)/C(=C/c1ccc(O)cc1)CC2,-60.4,5.0,1.1,-4.8,8.9,3.8,35.2,1.8,-13.2
O=C(COc1ccccc1[N+](=O)[O-])NC1CC1,-10.7,13.6,-4.8,-0.2,1.0,5.2,-8.7,0.5,2.7
COC(=O)/C(=C/c1ccco1)NC(=O)c1ccc(Br)o1,0.4,1.7,-0.4,-6.0,3.0,6.8,-2.8,-0.1,-4.9
Cc1occc1-c1nnc(SCCNCCO)o1,-21.8,6.2,3.1,2.5,3.2,.,-13.0,0.1,0.2
Cc1ccc(CNC(=O)/C=C/c2ccccc2Cl)cc1,-22.2,-1.7,1.3,-9.8,4.1,-9.2,2.5,7.0,-9.7
COc1cc(OC)cc(C(=O)Nc2cccc(-c3ccc4nncn4n3)c2)c1,6.6,6.0,4.5,-5.3,3.3,9.5,-1.1,-4.4,1.7
CC1=NN(c2nc(-c3ccccc3)cs2)C(=O)C1,-18.5,-4.1,-0.9,1.7,0.2[fluorescence artefact?],-1.6,6.1,-2.3,18.5
COC(=O)c1cn(NC(=O)Cc2ccccc2OC)c(=O)c2ccccc12,-1.0,9.6,2.1,16.9,0.8,-0.5,-1.2,-2.7,-2.1
CCCCc1nc2sc3c(c2c(=O)n1NC(=O)c1ccco1)CC(C)(C)OC3,2.7,3.0,-4.1,-3.7,4.0,.,1.2,4.1,-2.3
COCC(C)NC(=O)CSc1nc(-c2ccccc2)c(-c2ccccc2)o1 (stereo not drawn),-1.7,13.2,-2.8,4.8,5.8,-8.0,-2.8,2.8,-11.7
CCOC(=O)/C=C1\SCC(=O)N1CC(=O)NC(C)C,-8.8,11.5,-3.6,-12.4,-2.8[fluorescence artefact?],.,-5.7,0.2,-21.5

# Following part
Molecule,Mdm2 ligase inh,FXIIa inh,p97 ATPase inh,FXIa inh 1536,eIF4E-4G inh,Rad51 HR inh,14-3-3 Bad inh,Wee1 degr inh,hK5 inh
CCCCC(CC)CNC(=O)CCCCn1c(=O)[nH]c2ccsc2c1=O (stereo not drawn),-10.6,5.8,-1.1,-6.5,-1.2,2.9,3.1,20.0*,-2.2
Nc1nncn1C(=O)CCCOc1ccccc1,-3.1,24.3,3.6,1.1,5.8,0.0,8.2,1.2,1.9
Cc1cccc(NC(=S)N2CCN(Cc3ccccc3)CC2)c1C,-17.0,10.8,-6.1,-6.5,-1.2,-2.6,6.5[fluorescence artefact?],-1.1,-3.6
Cc1ccc(NC(=O)CNc2ccc(N3CCOCC3)cc2)cc1S(=O)(=O)N(C)C,-18.6,6.5,-1.7,-1.0,-0.5,.,-11.6,-1.9,0.7
FC(F)(F)c1cnc(-c2cnc(-c3ccncc3)nc2)c(Cl)c1,9.3,-0.6,3.1,-6.0,4.4,6.6,7.0,-0.9,-6.4
Cc1nc2c(ccc3nc(NC(=O)Cc4ccccc4)sc32)s1,.,17.1,4.2,9.6,3.3,.,-8.6[fluorescence artefact?],3.0,-6.3
CCOC(=O)NN1C(=O)c2ccccc2NC12CCCC2,-10.2,0.9,0.3,-6.7,-2.3,-27.9,-22.2,-0.5,-15.4
O=C(NS(=O)(=O)c1ccccc1Cl)c1ccc[nH]1,-2.8,10.7,7.0,7.0,-2.4[fluorescence artefact?],.,8.8[fluorescence artefact?],1.0,-12.6
Cc1cccc(C(=O)NCCNc2nc3cc(C)c(C)cc3cc2C)c1,-10.4,6.8,-7.6,-5.3,12.9,-8.4,18.8,-3.0,-3.6
COc1ccc(-n2c(SCC(=O)Nc3ccc(C(=O)O)cc3)nnc2-c2cccs2)cc1,-7.3,20.6,-4.2,16.0,0.6,5.7,3.5,0.8,35.1
CCC(C)(C(=O)NC1CCCC1)N(C(=O)c1ccccn1)c1ccc(C)cc1 (stereo not drawn),1.3,16.9,-8.3,7.1,-2.0,-3.2,2.4,3.0,12.5
COc1ccc(OC)c(S(=O)(=O)n2nnc3cc(Cl)ccc32)c1,-17.6,12.6,9.7,2.4,-6.3,7.3,35.7,-4.0,-14.6
COc1ccc(OCC(=O)N2N=C(C(F)F)CC2(O)C(F)F)cc1 (stereo not drawn),-21.9,2.8,-0.3,-5.8,-2.8,4.0,-1.8,-1.1,6.0
S=c1[nH]nc(-c2ccn[nH]2)n1-c1ccccc1Cl,-7.7,3.3,-1.6,-3.0,3.9,.,-7.7,-1.1,-1.4
COc1ccccc1C(=O)Nc1ccc(OCc2nnc3c4ccccc4c(C)nn23)cc1,1.4,10.2,2.7,7.5,-3.0,.,8.0,1.6,-1.9

# Three entries already listed, arranged by the value under Wee1 degr inh, falling:
canonical_smiles | FXIIa inh | p97 ATPase inh | FXIa inh 1536 | eIF4E-4G inh | 14-3-3 Bad inh | Wee1 degr inh | hK5 inh
Nc1nncn1C(=O)CCCOc1ccccc1 | 24.3 | 3.6 | 1.1 | 5.8 | 8.2 | 1.2 | 1.9
Cc1ccc(NC(=O)CNc2ccc(N3CCOCC3)cc2)cc1S(=O)(=O)N(C)C | 6.5 | -1.7 | -1.0 | -0.5 | -11.6 | -1.9 | 0.7
Cc1cccc(C(=O)NCCNc2nc3cc(C)c(C)cc3cc2C)c1 | 6.8 | -7.6 | -5.3 | 12.9 | 18.8 | -3.0 | -3.6

# (continued)
Molecule,Mdm2 ligase inh,FXIIa inh,p97 ATPase inh,FXIa inh 1536,eIF4E-4G inh,Rad51 HR inh,14-3-3 Bad inh,Wee1 degr inh,hK5 inh
CCn1c2ccccc2c2cc(NC(=O)c3ccc([N+](=O)[O-])cc3)ccc21,-11.0,10.7,-2.8,2.3,3.6,6.4,6.2,-0.5,-22.8
N#Cc1c(-c2ccco2)ccn(Cc2cccc(F)c2)c1=O,-8.6,12.8,2.2,-0.2,-0.4,2.3,-7.2,3.6,-2.3
O=C(CSc1ccc(-c2cccs2)nn1)Nc1ccccc1,11.7,-5.1,-1.9,-4.3,-0.7,-1.1,5.4,-1.0,-6.6
O=C(NCCc1ccc(Cl)cc1)C1CCC(CNc2nc(=S)[nH]c3ccccc23)CC1 (stereo not drawn),7.6,7.9,7.0,-0.8,-0.8,32.2,2.9,-0.8,-7.6
COc1cc(/C=C/C(=O)OCC(=O)N2CCOCC2)ccc1OCC#N,-2.6,5.5,7.5,-1.8,-1.0,-3.1,-13.4,0.8,1.5
CC1=C(C)CC(C(=O)Nc2nc(-c3ccc(F)cc3)c(C)s2)C(C(=O)O)C1 (stereo not drawn),-5.1,4.3,-0.1,1.7,-1.2,-36.5,5.0,2.8,-6.6
Cc1ccc(-c2noc(COc3ccc4c(c3)OCO4)n2)cc1,3.1,13.6,1.3,7.4,0.5[fluorescence artefact?],-1.6,6.8,-0.5,-8.6
CN(C)C1=C(Cl)C(=O)N(c2ccc(Cl)c(Cl)c2)C1=O,.,5.0,9.2,-1.3,-11.9,-12.2,-4.4,-0.6,1.4
C/C(=N\NC(=O)c1cccc(N/N=C(\C)c2cc(O)ccc2O)c1)c1cc(O)ccc1O,-23.1,-6.8,7.4,-4.5,-7.8,7.8,-8.2,1.9,-23.6
Cc1cc(C(=O)C(=O)O)c(C)n1-c1ccc(Cl)c(Cl)c1,-10.0,2.6,-0.2,-7.6,-1.1,-0.6,-4.6,-2.7,-9.1
Cc1cc(C(F)(F)F)nn1CC(=O)N1CCOCC1,.,12.0,1.5,4.0,-15.0,2.2,-10.6,-0.9,1.0
Cn1c(N2CCN(C(=O)NCc3ccccc3)CC2)nc2ccccc21,-0.1,5.1,3.9,-6.4,0.3[fluorescence artefact?],-4.3,0.5[fluorescence artefact?],-2.8,4.0
CCOC(=O)C1(S(=O)(=O)c2ccc(Cl)cc2)CCN(Cc2ccc(Cl)cc2)CC1,-21.3,15.5,-8.2,13.5,-3.8,5.8,-2.7,0.7,26.2
COc1ccc(C2C(C#N)=C(N)OC3=C2C(=O)CC(C)(C)C3)c(OC)c1OC (stereo not drawn),1.0,2.6,0.7,-3.3,3.0[fluorescence artefact?],-1.5,-4.2,0.4,-13.9
CCOC(=O)C1(CCOc2ccccc2)CCN(Cc2ccc(NC(C)=O)cc2)CC1,1.4,12.3,-4.1,1.0,-2.6,-5.2,-5.0,-1.3,4.5

# Next part.
Molecule,Mdm2 ligase inh,FXIIa inh,p97 ATPase inh,FXIa inh 1536,eIF4E-4G inh,Rad51 HR inh,14-3-3 Bad inh,Wee1 degr inh,hK5 inh
COc1ccc(C(c2nnnn2CCc2ccccc2)N2CCN(C3CCCC3)CC2)cc1 (stereo not drawn),-17.3,-1.4,-0.1,-0.3,-0.1,-7.5,48.1,-1.1,-3.9
CCC(C)c1ccccc1NC(=O)C(C)N(C)Cc1cccc(OC)c1 (stereo not drawn),-9.5,10.0,-2.8,0.1,-0.1,1.3,30.9,7.2,5.0
N#Cc1ccccc1CSc1nc2ncc(Br)cc2[nH]1,3.0,5.0,2.8,3.2,-0.4,-15.1,-8.4,2.3,6.3
Cc1cccc(N/C(N)=N/c2nc3c(c(=O)[nH]2)CCCC3)c1,-13.5,-1.5,2.0,-4.2,4.3,3.6,11.0,2.0,-11.0
CNc1cc(C)nc(N2CCOCC2)n1,-7.9,-3.2,-8.1,-11.5,-2.7,-10.9,-0.9,2.3,7.2
O=Cc1ccc(N2CCCCC2)cc1,8.5,6.4,7.5,-1.9,1.2,-8.7,-3.2,-0.8,-1.9
COCCSc1ccccc1C(=O)N1CCCC(C)C1 (stereo not drawn),-7.5,8.9,-0.1,-1.3,0.6,3.8,0.5,-1.0,3.7
COc1cccc(C(=O)Nc2ccc(C)cc2)c1,-16.7,12.2,-2.4,-2.3,3.7,3.5,-5.7,-1.0,-17.6
O=c1[nH][nH]c(C(F)(F)F)c1C=NCc1cccs1,-14.9,11.3,-0.6,4.3,1.4,-2.9,-6.2,6.2,3.5
COc1ccc(C(C)=O)c2c1OCCO2,-6.8,18.7,2.9,8.7,-0.3,-5.9,4.7,0.6,-1.3
CC1(C)CC(=O)C=C(NCCc2ccc(S(N)(=O)=O)cc2)C1,-14.4,12.1,4.5,2.2,-7.0[fluorescence artefact?],12.9,-8.0[fluorescence artefact?],0.9,5.0
